Screening data as filed in PubChem.
RAM network inh: inhibitors of the yeast RAM network, primary screen, dse1pr::URA3 reporter, 5-FOA selection. S. cerevisiae dse1pr::URA3 reporter, 5-FOA growth OD615, 2 d; analog-sensitive cbk1-as2 kinase mutant strain. inhibition, % at 50 µM. hit rate 1.8% among 190,000;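 active means inhibition above a set limit, 3 SD over mean compound inhibition, cut at about 8.4% in these data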;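 further: 0% = DMSO-only wells with no growth and 100% = 10 µM 1-NA-PP1 full growth; inhibition rescues growth on 5-FOA so higher OD means more RAM inhibition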
S1P3 antag: S1P3 receptor antagonists, primary screen, cell-based. CHO S1P3 NFAT-BLA reporter, FRET fluorescence, antagonist mode. inhibition, % at 4.98 µM. hit rate 0.27% among 170,000;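 active means inhibition above the plate cutoff, the mean inhibition of test wells on that plate plus 3 SD, cut at about 28% in these data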;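 further: cells challenged with S1P at its EC80 of 0.8 µM; blue over green emission ratio from cleaved BLA substrate after 4 h stimulation; 0% = S1P-stimulated wells and 100% = unstimulated DMSO-only wells; some compounds past the cut are filed as inactive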
Target sequence (Q99500 whole entry, looked up): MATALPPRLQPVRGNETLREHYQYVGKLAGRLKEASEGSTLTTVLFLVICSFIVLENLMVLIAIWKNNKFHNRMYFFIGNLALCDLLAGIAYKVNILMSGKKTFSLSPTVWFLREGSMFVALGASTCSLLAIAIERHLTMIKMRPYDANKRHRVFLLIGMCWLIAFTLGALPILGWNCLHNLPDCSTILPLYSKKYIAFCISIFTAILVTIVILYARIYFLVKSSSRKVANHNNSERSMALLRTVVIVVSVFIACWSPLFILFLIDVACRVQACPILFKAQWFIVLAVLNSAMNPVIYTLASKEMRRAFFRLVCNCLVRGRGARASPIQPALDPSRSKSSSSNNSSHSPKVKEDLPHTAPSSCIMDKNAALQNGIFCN
PPARg SRC3 recr: PPARgamma agonists recruiting SRC-3 coactivator, primary screen, biochemical. hit rate 0.26% among 200,000. activation, % at 8 µM. Peroxisome proliferator-activated receptor gamma (Homo sapiens), P37231. biochemical PPARgamma/SRC-3 coactivator recruitment assay; in the data active means activation above about 23%;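 further: 0% = DMSO and 100% = reference agonist; some compounds past the cut are filed as inactive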
bIAP inhibitor: bovine intestinal alkaline phosphatase inhibitors, primary screen, selectivity assay for TNAP inhibitor project, biochemical, bovine IAP, CDP-star luminescence | purified bovine IAP, 30 min | inhibition, % at 20 µM | 190,000 tested, under 10 active | AID 1019, 2008;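 active means over 50% inhibition of intestinal alkaline phosphatase at 20 µM in the single-dose screen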
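Incubation: 30 min reaction at room temperature / Material: purified bovine intestinal alkaline phosphatase (IAP) enzyme / Input: enzyme at 1/65,000,000 dilution / Dosing: 20 µM single dose / Signal: CDP-star luminescence signal / Reagent: CDP-star chemiluminescent phosphatase substrate, 30 µM final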
PPARg SRC-1 ag: PPARgamma agonists recruiting SRC-1 coactivator, primary screen, biochemical. PPARgamma-SRC-1 coactivator recruitment biochemical assay. activation, % at 8 µM. hit rate 0.41% among 200,000. AID 631, 2007; in the data active means activation above about 19%;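 further: 0% = DMSO and 100% = reference agonist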
SRC2 TRFRET art: TR-FRET signal artefacts, primary screen, artefact control for PPARgamma SRC-2 agonist project, biochemical | TR-FRET artefact counter-screen; hits give high values | TR-FRET ratio at 8 µM | hit rate 0.4% among 200,000; in the data active means TR-FRET ratio above about 2000; further: inactives centre near 1500
PPARg SRC-2 ag: agonists of PPARg-SRC-2 recruitment, primary screen, biochemical, HTS | hit rate 0.34% among 200,000 | activation, % at 8 µM | PPARgamma LBD-SRC-2 recruitment; in the data active means activation above about 22%;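 further: 0% = vehicle and 100% = reference agonist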
ROMK mod: ROMK potassium channel modulators, primary screen, cell-based, thallium flux, MLSMR library. Tet-inducible ROMK, thallium flux fluorescence; actives lie on both sides. B-score at 10 µM. hit rate 2% among 130,000. ATP-sensitive inward rectifier potassium channel 1 (Homo sapiens), P48048;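 active means signal ratio slope over the read window, or its plate-corrected B-score, at least 3 SD from the plate mean, either direction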;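 further: B-score of the F/F0 ratio slope over 7 to 12 s after thallium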
Target sequence (P48048 whole entry, looked up): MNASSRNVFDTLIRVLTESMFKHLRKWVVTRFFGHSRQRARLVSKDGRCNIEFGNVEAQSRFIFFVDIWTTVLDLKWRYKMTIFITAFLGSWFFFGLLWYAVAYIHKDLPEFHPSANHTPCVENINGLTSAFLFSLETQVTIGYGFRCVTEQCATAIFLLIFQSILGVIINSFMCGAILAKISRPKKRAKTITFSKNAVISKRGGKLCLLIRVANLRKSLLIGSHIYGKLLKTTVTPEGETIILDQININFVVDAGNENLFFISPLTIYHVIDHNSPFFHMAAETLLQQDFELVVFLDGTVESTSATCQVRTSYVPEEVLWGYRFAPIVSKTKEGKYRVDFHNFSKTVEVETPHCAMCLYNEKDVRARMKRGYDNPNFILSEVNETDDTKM
L major viab: Leishmania major promastigote growth inhibition, primary screen. inhibition, % at 10 µM. Leishmania major promastigotes, resazurin fluorescence viability. hit rate 9% among 200,000; in the data active means inhibition above about 50%;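 further: promastigotes grown with compound for 44 hours at 28 °C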
Efa HMGR inh: inhibitors of E. faecalis class II HMGR, primary screen, biochemical, Enterococcus faecalis | inhibition, % at 10 µM | purified E. faecalis HMGR, NADPH absorbance 340 nm kinetic | AID 1066, 2008 | HMG-CoA reductase (Enterococcus faecalis, mvaE) | hit rate 0.41% among 190,000;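 active means inhibition above a set limit, the median over all tested compounds plus 3 SD, cut at about 9.5% in these data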;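 further: enzyme runs in reverse so mevalonate oxidation gives rising NADPH absorbance; 0% = complete reaction with DMSO and 100% = background rate lacking mevalonate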
DTT redox prof: compounds producing H2O2 with reducing agent – biochemical, NIH compound library profiling, artefact control for MLSCN library redox annotation, primary screen | DTT-dependent redox cycling H2O2, phenol red/HRP absorbance; 100% = 100 µM peroxide control, 0% = buffer | hit rate 0.03% among 200,000 | activation, % at 10 µM | AID 878, 2007;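 active means activation of at least 50% relative to the plate's high and low controls in the primary single-dose screen; inactive means activation below 50%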;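 further: compound incubated with DTT at 0.8 mM final as the reducing agent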
* marks the source's active call; other numbers are inactive results; x = not tested or not shown.

SMILES	RAM network inh	S1P3 antag	PPARg SRC3 recr	bIAP inhibitor	PPARg SRC-1 ag	SRC2 TRFRET art	PPARg SRC-2 ag	ROMK mod	L major viab	Efa HMGR inh	DTT redox prof
CC1CCCCN1C(=O)C12CCC(C)(/C(=N/O)C1)C2(C)C (centres undefined)	-0.3	x	-7	8	-2	1505	-2	0.11	9	-3	-0.1
CN1C[N+]([O-])=C(c2ccccc2)C1(C)C	-0.2	-23	2	-1	-8	1538	0	x	-3	-1	-0.2
CCOc1ccc(N2C(=O)CNC2=S)cc1	2.2	-17	1	2	-1	1474	-4	0.34	-6	-2	0.1
COc1ccc(-n2cnnc2SCC(=O)Nc2cc(C(C)(C)C)nn2-c2ccccc2)cc1	2.9	x	0	-3	0	1610	7	-0.029	4	-5	0.5
COCCCNC(=S)N1CCN(C(=O)c2ccco2)CC1	0.1	-20	4	14	4	1602	2	x	-6	-3	0.5
O=[N+]([O-])c1cc(Br)c(O)c(/C=N/Nc2nnnn2-c2cccc3ccccc23)c1	3.6	x	-9	x	-3	1402	1	2.5	-5	-3	0.3
C/C(Cn1cnc([N+](=O)[O-])n1)=N\NC(=O)c1ccccc1	0.6	x	-1	10	-6	1504	-9	0.48	-4	4	0.5
Cc1[nH]nc2ncc(C(=O)c3cc(F)ccc3O)cc12	3.2	x	6	-3	6	1583	8	-0.73	1	-1	0.1
CCCN(CCC)C(=O)CC(c1ccccc1)c1ccc(C)cc1O (centres undefined)	0.1	x	3	-10	4	1469	8	-1.7	46	-7	0.2
CCOc1ccccc1OCC(=O)OCC(=O)Nc1ncc(Cl)cc1Cl	1.1	-2	-6	-2	1	1471	1	-1.1	-8	-1	1.9
CC(/C=C/c1ccccc1)=N\NC(=O)Cn1nc(C)cc1C	0.1	8	-3	8	-8	1480	-12	x	-4	-2	0.0
CC1(C)Cc2nc3sc4c(SCC(=O)NCc5ccccc5)ncnc4c3cc2CO1	0.8	x	15	1	9	1658	9	0.71	-2	1	0.3
O=C(NC1=NCCS1)c1ccc(Cl)c(S(=O)(=O)N2CCCCCC2)c1	3.2	2	6	14	9	1734	9	0.068	13	-1	-2.8
COc1ccc(-c2noc(CCC(=O)NCCc3cccc(C)c3)n2)cc1	3.6	-12	0	-4	-1	1486	4	0.38	15	1	-0.1
FC(F)(F)c1ccccc1NC(=S)Nc1cccc2cnccc12	-1.1	-18	2	7	8	1473	-2	0.1	6	-7	-0.1
CCOCCOCCC(C(=O)O)P(=O)(c1ccccc1)c1ccccc1 (centres undefined)	-0.5	x	-3	4	3	1489	8	1.3	-3	-1	0.2
CCNC(=S)Nc1ccc(C)c(Cl)c1	-0.2	8	0	-2	-8	1525	-1	-0.98	2	-6	0.0
O=C(Cc1c(O)c2ccccc2[nH]c1=O)NCc1cccc(F)c1	0.7	-17	-4	-4	-6	1322	6	0.9	-4	1	0.5
COCCNC(=O)c1onc(CSc2ccccc2F)c1C(=O)O	0.8	x	-2	4	6	1524	3	-0.19	-6	-2	-10
Oc1ccc(NCc2cccc(OCc3ccccc3)c2)cc1	1.1	-5	3	20	24*	1789	14	0.35	7	-4	0.7
C=CCNC(=O)c1onc(CSc2ccccc2)c1C(=O)O	0.3	x	-7	2	-4	1389	-11	x	-8	-2	15
O=C1NC2(CCCCC2)C(=O)N1/N=C/c1ccccc1Br	0.1	-12	-8	15	1	1490	8	-1.5	-4	1	-0.5
Cc1ccc(CCNC(=O)CCNS(=O)(=O)c2ccc3c(c2)oc(=O)n3C)cc1	1.9	-2	-2	8	7	1545	2	x	-5	-3	-3.0
CCN(CC)C(=O)N1CCC(NC(=O)Cc2ccccc2)CC1	0.7	x	-8	4	1	1397	-6	-0.45	1	-3	-0.1
c1ccc(Cn2c(-c3cncs3)nc3ccccc32)cc1	0.5	x	4	25	-5	1466	3	-2.5*	4	-6	0.1

3 of the compounds above, as comma-separated lines.
compound,RAM network inh,S1P3 antag,PPARg SRC3 recr,bIAP inhibitor,PPARg SRC-1 ag,SRC2 TRFRET art,PPARg SRC-2 ag,ROMK mod,L major viab,Efa HMGR inh,DTT redox prof
CCN(CC)C(=O)N1CCC(NC(=O)Cc2ccccc2)CC1,0.7,x,-8,4,1,1397,-6,-0.45,1,-3,-0.1
C/C(Cn1cnc([N+](=O)[O-])n1)=N\NC(=O)c1ccccc1,0.6,x,-1,10,-6,1504,-9,0.48,-4,4,0.5
COCCCNC(=S)N1CCN(C(=O)c2ccco2)CC1,0.1,-20,4,14,4,1602,2,x,-6,-3,0.5

Next records:
SMILES	RAM network inh	S1P3 antag	PPARg SRC3 recr	bIAP inhibitor	PPARg SRC-1 ag	SRC2 TRFRET art	PPARg SRC-2 ag	ROMK mod	L major viab	Efa HMGR inh	DTT redox prof
CCOc1ccc(-n2nnnc2SCC(=O)N2CCOCC2)cc1	0.2	x	2	4	-3	1356	-11	x	-5	-8	-0.1
CSc1nc2nc3c(cc2c(=O)n1-c1ccccc1)COC(C)(C)C3	-0.6	-11	-6	-10	-4	1518	-6	0.27	7	1	-1.3
CS(=O)(=O)N(Cc1ccc(C(=O)NC2CCCCC2O)cc1)c1ccccc1 (centres undefined)	-0.1	-10	3	3	3	1466	-3	0.29	-4	-6	2.4
Cc1ccc(S(=O)(=O)N2CCN(CCC#N)CC2)cc1	0.2	-2	0	-20	0	1651	3	1.4	-1	-6	-0.7
Cc1ccc(-c2ccc(=O)n(CC(=O)Nc3ccc4c(c3)OCCO4)n2)cc1	1.2	-2	0	5	-9	1229	-4	0.46	-7	0	-1.2
Fc1ccc(-n2cnnn2)c(F)c1	1.6	10	2	12	-4	1349	0	0.72	-5	-3	1.7
COc1cccc(CC2(CO)CCCN(Cc3ccccc3-c3ccco3)C2)c1 (centres undefined)	0.0	-4	2	9	4	1516	-1	-1.7	8	-4	1.1
CCn1c(O)c(C=Nc2ccccc2)n(-c2ccccc2)c1=S	0.1	x	-2	2	-1	1480	5	x	-2	-2	0.0
Cc1nnc(SCC(=O)Nc2ccc(S(=O)(=O)N3CCCCC3)cc2)s1	0.4	x	-18	0	1	1463	3	x	2	-5	2.5
CC(NC(=O)c1cccnc1)C(=O)N1CCCCC1 (centres undefined)	-0.4	-6	-4	0	-1	1441	2	x	-2	-2	2.1
CCCOc1ccc(C(=O)CCC(=O)OCC(=O)N2CC(=O)Nc3ccccc32)cc1	3.5	x	-9	16	-6	1423	-1	-0.12	-5	-4	0.2
CNS(=O)(=O)c1cc(NC(C)=O)c(C)cc1C	1.4	-1	2	12	2	1563	-7	x	49	-2	0.1
CCN(CC)CCN1C(=O)C(=O)/C(=C(/O)c2ccc(F)cc2)C1c1cccnc1 (centres undefined)	-0.4	1	0	13	1	1623	1	1.6	-6	4	0.5
Cc1cc(C)n(CC(O)Cn2cnc3c2c(=O)n(C)c(=O)n3C)n1 (centres undefined)	1.8	x	-7	-2	-8	1540	-4	0.54	0	-1	-2.8
CCOC(=O)COc1ccc(CCNC(C)=O)cc1	0.7	-9	-5	5	-5	1424	-5	x	-3	0	2.2
COCC(=O)Nc1c(C(=O)Nc2ccc3c(c2)OCCO3)oc2ccccc12	1.0	4	0	0	0	1376	-8	1.1	2	-5	0.5
Cc1ccc(C)c(-n2c(Cc3cccs3)n[nH]c2=S)c1	-0.1	-10	5	5	0	1591	0	x	-2	-12	0.0
CC(C)(C)n1nnnc1C(c1ccc(Cl)cc1)N(Cc1cccnc1)Cc1ccco1 (centres undefined)	1.5	x	6	5	6	1609	14	x	100*	-6	1.8
COC(=O)c1sccc1-n1cccc1C(=O)C(=O)N1CC(C)OC(C)C1 (centres undefined)	x	x	-8	-3	0	1432	0	x	-4	0	1.0
O=C(CCl)N(c1ccccc1)C1CCCCC1	1.6	7	-1	-18	0	1735	3	-1.2	89*	1	0.0
CCCNC(=S)N1CCC(NC(=O)C23CC4CC(CC(C4)C2)C3)CC1	1.4	x	10	12	0	1547	7	x	-3	-9	1.0
COc1ccc([N+](=O)[O-])cc1NC(=O)CSCc1ccccc1	0.2	-2	2	0	5	1483	2	x	3	-1	0.0
Cc1ccccc1OCc1csc(N)n1	0.6	2	5	5	2	1564	0	0.15	-3	-1	-1.5
COc1cccc(N2C(=O)C(c3ccccc3)=C(c3nc4ccccc4s3)C2NC(C)=O)c1 (centres undefined)	7.3	x	9	2	4	1486	8	x	26	0	-1.3
CSc1ccc(CNCCN2CCOCC2)cc1	0.3	-14	1	-7	-2	1636	3	-0.13	68*	-2	-1.3

(list continues)
SMILES	RAM network inh	S1P3 antag	PPARg SRC3 recr	bIAP inhibitor	PPARg SRC-1 ag	SRC2 TRFRET art	PPARg SRC-2 ag	ROMK mod	L major viab	Efa HMGR inh	DTT redox prof
O=C(N/N=C/c1ccccc1O)C(=O)Nc1ccccn1	2.4	-3	5	-36	9	1570	-2	0.29	36	1	-0.9
Cn1cc(/C=C(\C(=O)O)C(C(=O)O)=C2CCCCC2)c2ccccc21	-0.6	-3	-4	4	-2	1370	-7	0.059	-11	-1	-0.3
CCOC(=O)C1(Cc2ccccc2C(F)(F)F)CCN(C2CCCC2)CC1	-0.5	4	1	-6	0	1581	-2	-0.16	80*	-1	0.1
Cc1ccc(C(=O)COC(=O)CCc2ccc(S(=O)(=O)N3CCCCC3)cc2)cc1	6.1	-4	-1	17	-4	1599	4	x	-8	0	0.4
Cc1cccc(C)c1NC(=O)CSc1nnc(NC(=O)CN2CCOCC2)s1	0.1	x	-8	5	-3	1642	-4	x	-1	1	3.1
CC(=N/O)/C(C)=N\NC(=O)c1ccccn1	0.6	-17	1	-13	2	1655	13	-3.9*	-5	-1	-0.7
c1ccc(-n2cc(CN3CCCC3)c(-c3ccc4c(c3)OCO4)n2)cc1	-0.6	-11	2	-8	-7	1364	-8	-2.8	10	0	-0.2
O=C(CCC(=O)Nc1ccccc1Cl)NNC(=O)c1ccccc1[N+](=O)[O-]	0.8	-10	-2	-50	-7	1391	-4	0.37	8	0	-1.2
CCC(C)NC(=O)NCc1ccccc1F (centres undefined)	1.1	-24	3	-1	3	1445	4	-0.032	2	-5	0.3
c1ccc(CSc2nnnn2-c2cccc3ccccc23)nc1	1.6	-21	2	10	-2	1286	-2	-0.57	5	-7	-0.4
C=CCN(CC=C)C(=O)CN1C(=O)c2ccccc2C1=O	0.2	-17	-4	9	-13	1334	0	x	-4	2	2.1
O=C(O)CCc1ccc(-c2cccs2)o1	0.7	-42	-5	8	7	1515	7	x	-9	-6	-0.1
CCCCn1nnnc1NCc1ccc(OC)c(OC)c1	2.5	-10	5	13	3	1621	3	-0.43	-9	-3	0.6
CN(C)S(=O)(=O)c1cc(NC(=O)CN2CCN(c3ccc(O)cc3)CC2)ccc1Cl	1.5	-20	8	-5	7	1658	17	0.65	-1	-2	-0.9
